High-throughput results as filed in PubChem BioAssay.
ERK AVP block – blocks ERK signaling stimulated by vasopressin; HEK293-V1b, vasopressin-stimulated pERK AlphaScreen; Potency, µM (series often up to 57.5 µM), for the others: at the highest dose activity, negative = inhibition, hits mostly inhibitors; 72,000 tested, 0.99% active; AID 995; note: potency is the fitted concentration of half-maximal effect; % is set by controls: 0 for no effect and ±100 for the full control effect; nearly all actives have a fitted effect of over 55% in size
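qHTS, compounds titrated on V1b-expressing HEK293 cells. Preincubation 30 min at 37C, vasopressin 25 nM for 5 min, lysis 10 min, bead incubation 5 hr at room temperature.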
Casp7 inh – allosteric or competitive inhibitors of human caspase-7; P55210; recombinant caspase-7, Ac-DEVD-AFC fluorescence rate; Potency, µM (doses to about 57.5 µM), inactives show at the top dose activity change, negative = inhibition, actives largely listed as inhibitors; 75,000 tested, 0.02% active; AID 889; active = well fitted inhibition curve with a large enough effect in the main read-out, with a control signal flat, not every such curve was filed as active; inconclusive = small, poorly fitted or top-dose-only effect, or a change in a side signal; note: potency is the fitted concentration of half-maximal effect; % of control where 0% means no effect
FLuc inh – inhibitors of firefly luciferase. P08659. purified firefly luciferase, luminescence, 8 min. Potency, µM (highest dose often 57.1 µM), inactives show top-dose activity change, negative = inhibition, hits mostly inhibitors. 72,000 tested, 2.2% active; note: potency is the fitted concentration of half-maximal effect; % is set by controls: 0 for no effect and ±100 for the full control effect; nearly all actives have a fitted effect of over 40% in size
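Inhibition of light generation by firefly luciferase from ATP and luciferin was profiled with concentration-response curves per sample, ATP held at 10 uM within the enzyme's linear range. Plates were read by luminescence after an 8-minute ambient incubation.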
HADH2 inh – blocks human hydroxyacyl-CoA dehydrogenase type II; Q99714; recombinant HADH2, NADH fluorescence, beta-hydroxybutyryl-CoA; Potency, µM (top dose mostly 57.1 µM), for inactives: at the highest dose activity change, negative = inhibition, usual class: inhibitors; 73,000 tested, 3.4% active; note: potency is the fitted concentration of half-maximal effect; % is set by controls: 0 for no effect and ±100 for the full control effect; nearly all actives have a fitted effect of over 60% in size; many of its hits are not listed in these tables
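His-tagged recombinant enzyme from E. coli, 20 nM, preincubated 15 min RT with compound; reaction started with 1 mM NAD+ and 90 uM beta-hydroxybutyryl-CoA in 100 mM Tris-HCl pH 9.0. NADH fluorescence (ex 360/em 450) read over 4 min; last-minus-first difference.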
TexasRed autofl – Texas Red region autofluorescence; Compound fluorescence, Texas Red channel, 547/618 nm; active compounds read high; max dye-equivalent concentration, M; 59,000 tested, 0.06% active; AID 587; in the data active = max dye-equivalent concentration above about 10 nM; inconclusive = between about 1.1 nM and that limit
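Spectral interference profiling: each compound concentration's relative fluorescence, read with a 547 nm excitation and 618 nm emission filter pair, was normalized to a per-plate Texas Red standard curve.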
Caspase-1 inhib – allosteric or competitive inhibitors of human caspase-1; P29466; Caspase-1 enzyme, Ac-WEHD-AFC fluorogenic rate; Potency, µM (top dose mostly 57.5 µM), without a hit: top-dose activity change, negative = inhibition, hits mostly inhibitors; 75,000 tested, 0.03% active; AID 900;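 note: potency is the fitted concentration of half-maximal effect; plate controls were vehicle for no effect and no substrate for full effect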
Rhodamine autofl – compound fluoresces in the rhodamine spectral region; AID 594; Rhodamine-region fluorescence, 547/598 nm, Tris buffer; active compounds read high; 59,000 tested, 0.05% active; max dye-equivalent concentration, M; in the data active = max dye-equivalent concentration above about 11 nM; inconclusive = between about 1.1 nM and that limit
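Read-out is relative fluorescence at 547 nm excitation and 598 nm emission, expressed as dye-equivalent concentration using rhodamine standards on every plate. Each compound was profiled across a concentration series after 15 min in 100 mM Tris, pH 8.0.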
Tau fil binding – binds recombinant human tau filaments. P10636. recombinant tau filaments, thioflavin S fluorescence, 15 h; filaments grown with octadecylsulfate alongside compound. Potency, µM (series often up to 57.1 µM), without a hit: at the highest dose activity change, negative = inhibition. 71,000 tested, 2% active. AID 596;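 note: potency is the fitted concentration of half-maximal effect; % is set by controls: 0 for no effect and ±100 for the full control effect; actives lower thioflavin S fluorescence by blocking filaments or displacing dye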
Target sequence (P10636 whole entry, looked up): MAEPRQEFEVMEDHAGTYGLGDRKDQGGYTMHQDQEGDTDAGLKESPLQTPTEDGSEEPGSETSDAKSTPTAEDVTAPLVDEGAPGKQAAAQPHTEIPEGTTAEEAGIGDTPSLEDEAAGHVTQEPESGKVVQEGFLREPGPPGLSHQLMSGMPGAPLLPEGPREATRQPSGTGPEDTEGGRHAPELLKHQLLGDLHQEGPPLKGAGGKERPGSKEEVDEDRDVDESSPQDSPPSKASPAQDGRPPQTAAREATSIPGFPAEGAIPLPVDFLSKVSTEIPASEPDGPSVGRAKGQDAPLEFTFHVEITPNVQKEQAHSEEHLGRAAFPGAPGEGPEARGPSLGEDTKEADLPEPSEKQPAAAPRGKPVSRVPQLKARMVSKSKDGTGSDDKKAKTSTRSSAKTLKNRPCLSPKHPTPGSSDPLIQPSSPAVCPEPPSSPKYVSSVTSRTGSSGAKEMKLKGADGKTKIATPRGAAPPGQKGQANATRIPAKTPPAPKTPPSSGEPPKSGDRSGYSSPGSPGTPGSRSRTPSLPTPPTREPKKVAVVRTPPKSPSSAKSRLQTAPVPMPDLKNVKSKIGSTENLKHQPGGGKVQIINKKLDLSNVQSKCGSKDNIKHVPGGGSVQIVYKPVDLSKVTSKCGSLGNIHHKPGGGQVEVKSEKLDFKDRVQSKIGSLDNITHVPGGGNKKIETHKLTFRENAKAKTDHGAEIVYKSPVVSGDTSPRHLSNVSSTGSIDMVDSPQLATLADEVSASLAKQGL
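Read-out: ThS fluorescence, 450 nm excitation/510 nm emission; lower signal marks blocked filament formation or displaced dye. Tau at 1 uM with 30 uM ODS, 10 uM ThS, 5 mM DTT, 100 mM NaCl, 10 mM HEPES pH 7.4; 15 h, 37 C.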
Fluorescein fluor – fluorescein region autofluorescence. Compound autofluorescence, 480/540 nm, fluorescein-equivalent; active compounds read high. AID 593. 59,000 tested, 0.91% active. max fluorescein-equivalent concentration, M; in the data active = max fluorescein-equivalent concentration above about 10 nM; inconclusive = between about 1.1 nM and that limit
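In this qHTS profile, compound fluorescence was measured with a 480 nm/540 nm filter pair following a 15-min room-temperature incubation in 100 mM Tris (pH 8.0). A six-point fluorescein series on each plate served for normalization.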
HEK293 cAMP ctrl – counter-screen for TSHR agonists: cAMP increase in parental HEK293; parental HEK293 CNG cAMP sensor, membrane potential fluorescence; 73,000 tested, 2.5% active; Potency, µM (doses to about 57.1 µM), without a hit: top-dose activation, most hits filed as activators; note: potency is the fitted concentration of half-maximal effect; % of control where 0% means no effect; nearly all actives have a fitted effect of over 55% in size
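Parental HEK 293 cells stably expressing a cAMP-gated CNG channel were loaded with membrane potential dye containing 100 uM RO 20-1724 for 60 min. Compound added for 30 min; depolarization read as fluorescence intensity at 590 nm.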
USP2a inh – blocks human ubiquitin-specific protease USP2a. USP2a enzymatic assay, qHTS inhibition. AID 927. O75604. Potency, µM (doses to about 38.3 µM), for the others: at the top dose activity change, negative = inhibition, actives largely listed as inhibitors. 60,000 tested, 0.1% active;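 note: potency is the fitted concentration of half-maximal effect; nearly all actives have a fitted effect of over 60% in size; plate controls were DMSO for no effect and NEM full inhibition control for full effect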
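Coupled readout: USP2-cleaved Ub-PLA2 (20nM final) turns over NBD C6-HPC (20uM final), Ex 460nm/Em 535nm after 2.5 h, time-zero read flagging artifacts. Enzyme (20nM final, pH 8.0 Tris) given 30 min RT with compound first; NEM defines full inhibition.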
The depositor's hits bear a star; i = inactive; ? = inconclusive; · = not tested or not shown; [ ] = remark or other dose. Unless noted, calls come from the whole dose curve; as a rule, active = well fitted curve in the direction sought with a large enough effect; inconclusive = small, poorly fitted or top-dose-only effect, or another doubt; inactive = no such curve, though single readings can be large; an effect the other way counts as inactive or inconclusive. An excerpt (hit frequency here may not be typical).

No.	Compound	ERK AVP block	Casp7 inh	FLuc inh	HADH2 inh	TexasRed autofl	Caspase-1 inhib
1	c1csc(Cn2nnnc2CN2CCN(c3nc4ccccc4s3)CC2)c1	?	-5%	0%	-3%	?	1%
2	Cc1onc(-c2ccccc2)c1C(=O)N1CCCSC1=Nc1ccccc1	-4%	-2%	-3%	0%	i	-1%
3	CC(=O)NCc1ccc(-c2csc(N)n2)s1	-17%	-2%	-4%	?	i	-2%
4	C=CCn1c(CSc2nc3ccccc3s2)nnc1SCC(=O)NCCN1CCOCC1	-1%	1%	-1%	1%	·	-1%
5	NC(=O)CSc1nc2scc(-c3ccco3)c2c(=O)n1-c1ccccc1	?	-15%	-1%	-9%	i	-3%
6	Cn1nnnc1SCC(=O)NCCCc1ccccc1	9%	-1%	1%	-7%	?	3%
7	O=C(Cc1cccs1)Nc1ccc(S(=O)(=O)Nc2ncccn2)cc1	15%	-9%	0%	?	i	-3%
8	O=C(Nc1nccs1)C(NS(=O)(=O)c1ccc(Br)s1)c1ccccc1 (configuration not stated)	-23%	-2%	1%	-11%	i	-1%
9	C=CCn1c(Cc2cccs2)nnc1SCC(=O)Nc1ccc(OC)cc1	3%	-1%	1%	6%	i	-1%
10	Cc1ccc(N2CC(C(=O)NCCCn3ccnc3)CC2=O)cc1 (configuration not stated)	-2%	-19%	-1%	6%	?	-19%

No.	Rhodamine autofl	Tau fil binding	Fluorescein fluor	HEK293 cAMP ctrl	USP2a inh
1	i	18%	?	24%	29%
2	i	6%	i	?	0%
3	i	6%	?	0%	10%
4	·	6%	·	?	6%
5	i	-2%	i	-8%	1%
6	i	8%	?	10%	-1%
7	i	-11%	i	-3%	11%
8	i	156%	?	?	29%
9	i	-6%	?	7%	13%
10	i	-13%	i	16%	8%

(more compounds)
No.	Compound	ERK AVP block	Casp7 inh	FLuc inh	HADH2 inh	TexasRed autofl	Caspase-1 inhib
11	COc1ccc(O[C@H]2C=C[C@@H](c3ccccc3)O[C@H]2CO/N=C(/C)CCC(=O)OC[C@@H]2O[C@H](c3ccccc3)C=C[C@@H]2Oc2ccc(OC)cc2)cc1	0%[11.5 µM]	0%[11.5 µM]	2%[11.4 µM]	0%[11.4 µM]	·	-5%[11.5 µM]
12	COc1ccc(N2C(=O)CCC(C(=O)N3CCCCC3)C2c2ccc(F)cc2)cc1 (configuration not stated)	8%	0%	1%	11%	i	-3%
13	COc1ccccc1CNC(=O)Cn1nnc(-c2ccncc2)n1	0%	-5%	-1%	0%	i	-1%
14	C=CCn1c(=N)n(CC(=O)OC)c2ccccc21	0%	-7%	3%	7%	i	0%
15	CCN1C(=O)c2ccc(C(=O)Nc3nccs3)cc2C1=O	-22%	0%	?	-1%	?	0%
16	CCC(O)c1cc2c(cc1NC(=O)c1ccc(C)cc1)OCCO2 (configuration not stated)	?	-23%	-9%	?	?	-15%
17	O=C(CN(C(=O)CNC(=O)c1ccco1)c1ccc2c(c1)OCO2)NC1CCCCC1	-13%	-1%	-1%	8%	?	1%
18	COC(=O)N1CCC2(CC1)CN(c1cccc(-c3ccccc3)c1)C2	-23%	-1%	-10%[11.4 µM]	6%	i	-6%

No.	Rhodamine autofl	Tau fil binding	Fluorescein fluor	HEK293 cAMP ctrl	USP2a inh
11	·	·	·	6%[11.4 µM]	·
12	i	-19%	i	-1%	15%
13	i	4%	i	0%	156%[activator]
14	i	6%	i	8%	-2%
15	i	-13%	i	-6%	-1%
16	i	-29%	i	-18%	42%[activator]
17	i	-8%	?	15%	12%
18	i	-6%	i	6%	-9%

No new results follow: entries from further up.
No.	Compound	ERK AVP block	Casp7 inh	FLuc inh	HADH2 inh	TexasRed autofl	Caspase-1 inhib
11	COc1ccc(O[C@H]2C=C[C@@H](c3ccccc3)O[C@H]2CO/N=C(/C)CCC(=O)OC[C@@H]2O[C@H](c3ccccc3)C=C[C@@H]2Oc2ccc(OC)cc2)cc1	0%[11.5 µM]	0%[11.5 µM]	2%[11.4 µM]	0%[11.4 µM]	·	-5%[11.5 µM]
12	COc1ccc(N2C(=O)CCC(C(=O)N3CCCCC3)C2c2ccc(F)cc2)cc1 (configuration not stated)	8%	0%	1%	11%	i	-3%
13	COc1ccccc1CNC(=O)Cn1nnc(-c2ccncc2)n1	0%	-5%	-1%	0%	i	-1%
14	C=CCn1c(=N)n(CC(=O)OC)c2ccccc21	0%	-7%	3%	7%	i	0%
15	CCN1C(=O)c2ccc(C(=O)Nc3nccs3)cc2C1=O	-22%	0%	?	-1%	?	0%
16	CCC(O)c1cc2c(cc1NC(=O)c1ccc(C)cc1)OCCO2 (configuration not stated)	?	-23%	-9%	?	?	-15%

No.	Rhodamine autofl	Tau fil binding	Fluorescein fluor	HEK293 cAMP ctrl	USP2a inh
11	·	·	·	6%[11.4 µM]	·
12	i	-19%	i	-1%	15%
13	i	4%	i	0%	156%[activator]
14	i	6%	i	8%	-2%
15	i	-13%	i	-6%	-1%
16	i	-29%	i	-18%	42%[activator]
